D1 ag = Allosteric Agonists of the Human D1 Dopamine Receptor: qHTS | AID 504660, 2011 | D(1A) dopamine receptor (Homo sapiens), P21728 | actives 1% (n = 360,000) | HEK293 T-REx D1 cells, calcium flux, agonist mode | activation, % at 2 µM; in the data active = activation above about 30%; note: 0% is about no effect
Target sequence (P21728 whole entry, looked up): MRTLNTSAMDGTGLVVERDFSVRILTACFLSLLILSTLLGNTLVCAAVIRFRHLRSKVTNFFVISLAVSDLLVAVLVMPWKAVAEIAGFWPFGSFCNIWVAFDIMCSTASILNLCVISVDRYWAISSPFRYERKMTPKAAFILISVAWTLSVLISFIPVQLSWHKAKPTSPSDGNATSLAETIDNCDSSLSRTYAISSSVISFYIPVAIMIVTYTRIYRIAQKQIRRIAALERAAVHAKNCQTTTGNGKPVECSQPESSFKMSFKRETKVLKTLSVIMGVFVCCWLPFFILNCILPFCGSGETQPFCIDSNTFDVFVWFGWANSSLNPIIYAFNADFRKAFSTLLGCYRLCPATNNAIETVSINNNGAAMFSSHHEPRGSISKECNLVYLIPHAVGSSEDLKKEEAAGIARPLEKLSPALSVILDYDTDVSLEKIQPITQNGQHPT
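Tetracycline-induced HEK293 TREx D1 cells, force-coupled to calcium signalling, were dye-loaded with a no-wash calcium kit. Compound was pin-added after a 10 s baseline. Fluorescence was read kinetically at 1 cycle/s for 180 s, with calcium rises flagged as agonism.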
Vif-APOBEC3F blk = qHTS for Inhibitors of Vif-A3F Interactions: qHTS; Potency, µM (highest dose often 46.1 µM), inactives show at the top dose activity, negative = active; HeLa A3F-eYFP + Vif (tagged APOBEC3F with the HIV-1 protein that degrades it), YFP fluorescence increase; actives 0.2% (n = 390,000); note: potency is the fitted concentration of half-maximal effect; % of control where 0% means no effect; nearly all actives have a fitted effect of over 65% in size
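Fluorescence increase (Ex 488/Em 500-530) after overnight compound treatment at 37 deg C flags inhibition of Vif-driven A3F-eYFP loss in stable HeLa A3F-eYFP/Vif cells seeded overnight beforehand.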
D1 potentiator = Potentiators of Human D1 Dopamine Receptor: qHTS; D(1A) dopamine receptor (Homo sapiens), P21728; HEK293 TREx D1 cells, calcium flux, dopamine EC20 potentiation; potentiation, % at 10 µM; actives 0.036% (n = 360,000); in the data active = potentiation above about 30%; note: 0% is about no effect
Glioma ERSR ind = qHTS for Inducers of the Endoplasmic Reticulum Stress Response (ERSR) in Human Glioma: qHTS; U87-MG GRP78 promoter luciferase reporter, 16 h; Potency, µM, without a hit: at the top dose activation, hits mostly activators; actives 0.02% (n = 420,000); note: potency is the fitted concentration of half-maximal effect; series mostly up to about 76 µM; % of control where 0% means no effect; nearly all actives have a fitted effect of over 35% in size
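ERSR induction read as luciferase luminescence (Bright-Glo, 10 min at room temperature) in stably transfected human U87-MG glioma cells exposed to compounds for 16 h, using GRP78 as sensor.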
Vif-APOBEC3G blk = qHTS for Inhibitors of Vif-A3G Interactions: qHTS; HeLa A3G-eYFP + Vif (tagged APOBEC3G with the HIV-1 protein that degrades it), YFP fluorescence, overnight; DNA dC->dU-editing enzyme APOBEC-3G (Homo sapiens), Q9HC16; Potency, µM (series often up to 46.1 µM), for the others: at the top dose activity, negative = active, hits mostly inhibitors; actives 0.076% (n = 410,000);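 note: potency is the fitted concentration of half-maximal effect; % is set by controls: 0 for no effect and ±100 for the full control effect; nearly all actives have a fitted effect of over 60% in size; hits raise eYFP signal because A3G escapes Vif-driven loss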
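HeLa cells stably expressing Vif and C-terminally eYFP-tagged A3G, seeded overnight at 37 deg C, then exposed to compound by pintool overnight at 37 deg C. Rise in yellow fluorescence (Ex 488/Em 500-530, Acumen) marks blocked Vif-driven A3G degradation.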
D1 antagonist = Antagonist of Human D 1 Dopamine Receptor: qHTS. D(1A) dopamine receptor (Homo sapiens), P21728. HEK293 TREx D1 cells, calcium flux, dopamine EC80; stronger effect = lower value. activity change, negative = inhibition, % at 10 µM. actives 3.2% (n = 360,000). AID 504652, 2011; in the data active = activity change below about -30%; note: % is set by controls: 0 for no effect and ±100 for the full control effect
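Calcium flux readout: force-coupled, inducible Hek293 Trex D1 line, cells induced overnight at 30 C with tetracycline, dye-loaded 30–90 min at RT. Antagonism scored against EC80 dopamine challenge given 180 s after compound.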
RXFP1 agonist = qHTS Assay for Agonists of the Relaxin Receptor RXFP1; Relaxin receptor 1 (Homo sapiens), Q9HBX9; HEK293T-RXFP1 cAMP TR-FRET, 30 min; response scale: percent of porcine relaxin response, buffer zero; Potency, µM (highest dose often 57.5 µM), for inactives: top-dose activation, most hits filed as activators; actives 0.3% (n = 370,000); note: potency is the fitted concentration of half-maximal effect; % is set by controls: 0 for no effect and ±100 for the full control effect; nearly all actives have a fitted effect of over 60% in size; many of its hits are not listed in these tables
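Agonist response is measured as cAMP accumulation in an RXFP1-transfected HEK293T line under PDE4 inhibition. Values are scaled between buffer-only and 29 nM porcine relaxin, and EC50s come from standard Hill equation fits.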
D2 potentiator = HTS Assay for Positive Allosteric Modulators of the Human D2 Dopamine Receptor: Primary Screen for Potentiators | HEK293 T-REx D2, calcium flux, EC20 dopamine potentiation | AID 485347, 2010 | actives 0.34% (n = 340,000) | potentiation, % at 10 µM | D(2) dopamine receptor (Homo sapiens), P14416;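 active = potentiation over 3 SD above the plate norm, cut at about 30% in these data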; note: 0% is about no effect
Target sequence (P14416 whole entry, looked up): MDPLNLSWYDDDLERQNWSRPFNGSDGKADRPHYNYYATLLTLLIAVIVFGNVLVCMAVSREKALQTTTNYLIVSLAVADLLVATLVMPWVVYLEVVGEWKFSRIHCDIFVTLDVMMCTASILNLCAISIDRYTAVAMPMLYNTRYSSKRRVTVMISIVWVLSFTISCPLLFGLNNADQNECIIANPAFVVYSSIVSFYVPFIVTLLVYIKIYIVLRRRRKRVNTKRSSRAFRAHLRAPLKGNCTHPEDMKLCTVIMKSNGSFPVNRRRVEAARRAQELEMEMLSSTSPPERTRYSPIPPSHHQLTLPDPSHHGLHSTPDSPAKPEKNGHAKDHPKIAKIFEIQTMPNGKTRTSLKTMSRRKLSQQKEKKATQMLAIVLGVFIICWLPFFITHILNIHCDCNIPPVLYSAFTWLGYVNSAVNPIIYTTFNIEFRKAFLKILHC
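Calcium flux readout, no-wash dye, 1 read/s. Inducible HEK293 Trex D2 line, overnight 30 C. Compound alone 180 s (agonist flags), then EC20 dopamine, another 180 s to score potentiation.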
LDHA inh = qHTS assay for inhibitors of human lactate dehydrogenase. L-lactate dehydrogenase A chain (Homo sapiens), P00338. purified LDHA, NADH/diaphorase-resazurin fluorescence; stronger effect = lower value. activity change, % (values are at about 110 or 230 µM). actives 0.15% (n = 480,000). AID 1347041, 2019; in the data active = activity change below about -30%; inconclusive = mostly about -25% to -30%;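 note: plate controls were DMSO wells for no effect and wells without enzyme for full effect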
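Enzyme activity of human lactate dehydrogenase 5 (2 nM; 0.06 mM NADH, 0.2 mM pyruvate, 5 min, RT) is measured via a resazurin/diaphorase fluorescence readout of residual NADH.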
Numbers without * were called inactive; ? = inconclusive; · = not tested or not shown; & = joins results of further samples. Unless noted, calls come from the whole dose curve; as a rule, active = well fitted curve in the direction sought with a large enough effect; inconclusive = small, poorly fitted or top-dose-only effect, or another doubt; inactive = no such curve, though single readings can be large; an effect the other way counts as inactive or inconclusive. These rows are one share of the data. The share of hits here may be higher or lower than overall.

| smiles | D1 ag | Vif-APOBEC3F blk | D1 potentiator | Glioma ERSR ind | Vif-APOBEC3G blk | D1 antagonist | RXFP1 agonist | D2 potentiator | LDHA inh |
| --- | --- | --- | --- | --- | --- | --- | --- | --- | --- |
| O=C1c2ccccc2CN1C(CO)Cc1ccccc1 (centres undefined) | 1 | -6% | 15 | 1% | -8% | -7 | -0.1% | -1 | -1 |
| CC(C)(C)c1ccc(C(=O)NNc2cc(N3CCOCC3)nc(N3CCOCC3)n2)cc1 | 3 | -16% | 4 | 0% | -6% | -19 | -0.3% | 5 | 11 |
| COc1ccccc1CN1CC(C(=O)NCc2cccc(C)n2)CCC1=O (centres undefined) | 0 | 5% | 8 | 0% | 2% | 3 | -1.6% | 7 | -1 |
| Cc1cccc(C)c1NC(=O)c1sc(-n2nc(C)c(Cc3ccccc3)c2C)nc1C | 1 | -3% | 1 | -4% | 0% | 2 | 15% | -2 | 0 |
| S=C(NC1CC1)N1CCCc2ccccc21 | 1 | 5% | 1 | -5% | 4% | 14 | -1.1% | 0 | 1 |
| NC(=O)C1CCN(C(=S)NCc2ccc3c(c2)OCO3)CC1 | 1 | 1% | 4 | 0% | 2% | -8 | 2.6% | 5 | -2 |
| Cc1ccc2[nH]c(=O)c(CN(CCO)Cc3nnnn3CCc3ccccc3)cc2c1 | 1 | 3% | -8 | -6% | -4% | 3 | 0.4% | -8 | 21 |
| COc1ccc(OCCCC(=O)Nc2ncn[nH]2)cc1 | 2 | 4% | -3 | -2% | 2% | 7 | 2.0% | -2 | -1 |
| CC1=NN(C(C#N)c2ccc(F)cc2)C(C)(C)C1 (centres undefined) | 1 | 12% | -1 | 1% | 2% | -7 | -0.6% | 4 | -2 |
| FC(F)(F)c1cccnc1-n1cncn1 | 1 | -6% | 6 | -3% | -1% | 12 | 1.4% | 4 | -1 |
| CCOCCCNC(=O)c1ccc2c(=O)n(Cc3ccc4c(c3)OCO4)c(=S)[nH]c2c1 | 6 | 0% | -6 | -4% | -1% | -11 | 16% | 10 | 0 |
| CCOC(=O)N1CCC(N(CCN(C)C)C(=S)Nc2cccc(OC)c2)CC1 | 3 | ? | 0 | -3% | -2% | 5 | -1.3% | · | 0 |
| CCOn1c(=O)c(=O)n(OC)c2ccccc21 | 1 | -4% | 1 | -3% | 4% | -8 | 0.5% | 8 | -2 |
| CC(=O)c1ccc(NC(=O)c2nc(-c3ccccc3)n(-c3ccccc3)n2)cc1 | 7 | 4% | -3 | -1% | -2% | -24 | -1.6% | -8 | 1 |
| Cc1cccc(-n2ncc3c(N4CCCC4)ncnc32)c1 | 0 | 0% | -3 | -2% | 1% | -12 | 1.7% | -8 | 2 |
| CC(/C=C/c1ccccc1)NC(N)=O (centres undefined) | 4 | -1% | -2 | 2% | 1% | 3 | -1.6% | -17 | -8 |
| Cc1cc(C)cc(NCc2cc3c(cc2[N+](=O)[O-])OCO3)c1 | 3 | -15% | -2 | -4% | -3% | -33* | -0.9% | 10 | 2 |
| CCN(CC(=O)NCc1ccc(F)cc1)C(=O)Cc1c(F)cccc1Cl | 0 | 7% | 3 | -5% | 5% | -1 | 1.1% | -9 | -2 |
| CC(=O)NC(Cc1ccc(F)cc1)C(=O)NC1CCN(c2ncccc2[N+](=O)[O-])CC1 (centres undefined) | -4 | -2% | -2 | -1% | 0% | 9 | 1.7% | 0 | -14 |
| COc1ccc(NC(=O)Cn2c(=O)oc3cc(S(=O)(=O)N4CCCCCC4)ccc32)cc1OC | 2 | 4% | 0 | -2% | 2% | -13 | 0.2% | 9 | -2 |
| O=C(c1ccc2c(c1)OCO2)N1CCN(S(=O)(=O)c2ccc(Br)cc2Cl)CC1 | 8 | 1% | · | -2% | -3% | -11 | 0.6% | 6 | -9 |
| Nc1ncnc2c1ncn2[C@@H]1O[C@H](CNCc2ccccc2OC2OC(CO)C(O)C(O)C2O)[C@@H](O)[C@H]1O (some centres undefined) | · | -4% | · | -2% | 0% | · | · | · | 2 |
| CCOC(=O)CCn1c2nc(C)cc(C)c2c(=O)n1-c1ccccc1 | 0 | 3% | 3 | -5% | 0% | -4 | -0.5% | -1 | -8 |
| CC(=O)c1cccc(CN2CCN(CCc3ccccc3)C(CCO)C2)c1 (centres undefined) | 2 | 3% | -7 | 1% | -1% | -12 | 3.5% | -17 | -9 |
| Cn1c(=O)c2c(nc(CN3CCC(C(N)=O)CC3)n2Cc2ccccc2Cl)n(C)c1=O | 3 | -15% | -2 | -1% | 3% | 7 | 5.0% | -5 | -9 |
| CCOC(=O)CSc1nc(N)c2c3c(sc2n1)CCCC3 | 0 | -2% | -9 | -2% | -2% | -1 | 1.0% | -5 | -1 |
| CCc1nnc(NC(=O)CSc2nc3cc4c(cc3cc2CC)OCCO4)s1 | 3 | -3% | -8 | -4% | 1% | -24 | 24% | 5 | 1 |
| CCO[C@H]1OC(C(=O)N2CCN(Cc3ccccc3)CC2)=C[C@@H](c2cn(C(C)=O)c3ccccc23)[C@@H]1CCCO | 7 | 8% | -1 | -3% | -4% | 10 | 1.1% | -5 | 2 |
| O=C(Nc1ccc(Cl)cc1)Nc1nnc(/C=C/c2ccccc2)s1 | 6 | -7% | 0 | -2% | 2% | 7 | 0.9% | 4 | -3 |
| O=C(NCC1CCCO1)c1cc2cc(Cl)ccc2[nH]1 (centres undefined) | 6 | 13% | -3 | 3% | 0% | -15 | -0.7% | 18 | -3 |

The list goes on, starting with the last five of the part before.
| smiles | D1 ag | Vif-APOBEC3F blk | D1 potentiator | Glioma ERSR ind | Vif-APOBEC3G blk | D1 antagonist | RXFP1 agonist | D2 potentiator | LDHA inh |
| --- | --- | --- | --- | --- | --- | --- | --- | --- | --- |
| CCOC(=O)CSc1nc(N)c2c3c(sc2n1)CCCC3 | 0 | -2% | -9 | -2% | -2% | -1 | 1.0% | -5 | -1 |
| CCc1nnc(NC(=O)CSc2nc3cc4c(cc3cc2CC)OCCO4)s1 | 3 | -3% | -8 | -4% | 1% | -24 | 24% | 5 | 1 |
| CCO[C@H]1OC(C(=O)N2CCN(Cc3ccccc3)CC2)=C[C@@H](c2cn(C(C)=O)c3ccccc23)[C@@H]1CCCO | 7 | 8% | -1 | -3% | -4% | 10 | 1.1% | -5 | 2 |
| O=C(Nc1ccc(Cl)cc1)Nc1nnc(/C=C/c2ccccc2)s1 | 6 | -7% | 0 | -2% | 2% | 7 | 0.9% | 4 | -3 |
| O=C(NCC1CCCO1)c1cc2cc(Cl)ccc2[nH]1 (centres undefined) | 6 | 13% | -3 | 3% | 0% | -15 | -0.7% | 18 | -3 |
| Cc1c(C)c2ccc(OC(C)C(=O)NCc3ccccn3)cc2oc1=O (centres undefined) | 2 | -7% | -16 | -1% | -7% | 0 | 3.8% | -6 | -2 |
| Cc1ccc(C(=O)NNC(=O)c2ccc(Br)s2)cc1S(=O)(=O)N1CCOCC1 | 2 | -2% | 0 | -2% | 3% | 14 | 0.9% | -3 | -1 |
| Cc1cccc(C(=O)NC2=NC(c3ccc(Cl)cc3)CC(=O)N2)c1 (centres undefined) | 4 | -11% | 3 | -1% | 5% | 2 | 0.9% | -7 | -8 |
| Cc1ccc(Sc2nc3c(c(=O)[nH]c(=O)n3C)n2CCc2ccccc2)cc1 | -1 | -3% | -1 | -4% | -1% | 13 | 6.4% | 9 | -5&-2 |
| CCn1cc(C(=O)NCCc2ccc(OC)c(OC)c2)c(=O)c2cc(S(=O)(=O)N(C)C3CCCCC3)ccc21 | 0 | -2% | 3 | -4% | -4% | -8 | 0.0% | 3 | 3 |
| COc1cc2c(cc1OC)C(C)N(S(=O)(=O)c1cnc(Cl)c(Cl)c1)CC2 (centres undefined) | 0 | 10% | -2 | -8% | -28% | 2 | -1.9% | 4 | -1 |
| Cc1cc(SCC(=O)c2ccccc2)n2nc(C)nc2n1 | 2 | -23% | 0 | 5% | 6% | 12 | 1.0% | 5 | -1 |
| O=C(NCCC(=O)N1CCOCCOCCOCCOCC1)OCc1ccccc1 | 4 | -13% | 0 | -7% | -5% | 37 | 1.5% | -4 | 0 |
| CCOc1cc(/C=C2/C(=N)N3N=C(C)SC3=NC2=O)ccc1OS(=O)(=O)c1ccc(C)cc1 | 0 | 0% | -2 | -3% | 8% | -2 | 1.4% | -8 | -2 |
| Cc1ccc(-c2c(C(=O)Nc3ccccc3F)oc(=O)c3ccccc23)cc1 | 5 | 4% | 2 | -1% | 3% | -4 | -3.1% | 12 | -3 |
| CC(C)NC(=O)CSc1ccccc1C(=O)NNC(=O)Cn1ccc(C(F)(F)F)n1 | 1 | -1% | 0 | -3% | -6% | -9 | -0.2% | -4 | 1 |
| CCC(=O)N1CCc2cc(Br)c(S(=O)(=O)CCC(=O)NCCOC)cc21 | · | -9% | · | -4% | 1% | · | · | · | -10 |
| COc1ccc(C(=O)Nc2ccc(N3CCCC3)cc2)cc1Br | 0 | 11% | -3 | -2% | 2% | -22 | 0.2% | -5 | 2 |
| Cc1ccc(C)c(-c2nn(CC(=O)Nc3cc(F)ccc3F)c(=O)c3c2CCCC3)c1 | 0 | 9% | 5 | -1% | -2% | 9 | -0.6% | 3 | -1 |
| O=C(COC(=O)c1ccc(Cl)nc1)NCc1ccco1 | 0 | -13% | 7 | -4% | -5% | 6 | -1.0% | -9 | -4 |
| CN(C)CCNC(=O)C(=O)NCC1OCCN1S(=O)(=O)c1ccc(F)cc1 (centres undefined) | · | 0% | · | -2% | 0% | · | · | · | -5 |

Screening results from PubChem.
